# High-throughput results from PubChem.
# TSHR antagonist: Antagonists of the Thyroid Stimulating Hormone Receptor: HTS campaign | activity change, negative = inhibition, % at 11.5 µM | hit rate 0.2% among 330,000 | Thyrotropin receptor (Homo sapiens), P16473 | TSHR-expressing cells, TSH-stimulated cAMP HTRF, 2 h; hits give low values;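 active means activity change below a set negative limit, meaning inhibition stronger than a set level, cut at about -70% in these data; inconclusive means activity change between two set negative limits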; further: on the % scale 0 is the no-effect control and ±100 the full control effect
#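 Freshly harvested TSHR cells receive pin-tooled compound, then EC80 TSH at 4nM final. After 2 hours at 37 deg C, antibody in lysis buffer and cAMP-d2 are added; 30 minutes at ambient temperature precede the HTRF read.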
# MBNL1 CUG block: qHTS Assay for Inhibitors of MBNL1-poly(CUG) RNA binding; Potency, µM (titrated, usually from 57.5 µM), for inactives: at the highest dose activity change, negative = inhibition, actives largely listed as inhibitors; TR-FRET MBNL1-His/biotin-(CUG)12 binding, 665/545 ratio; hit rate 0.036% among 280,000; AID 2675, 2010; active means well fitted inhibition curve with a large enough effect in the signal ratio, with a control signal flat, not every such curve was filed as active; inconclusive means small, poorly fitted or top-dose-only effect, or effect the other way, or a change in a side signal; inactive means no such curve, though single readings can be large or run the other way; the % refers to the signal ratio; further: potency means the concentration at half of the fitted maximal effect; on the % scale 0 is the no-effect control and ±100 the full control effect
#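 Compounds (final 92 nM to 58 uM) are added to His-tagged MBNL1 and biotin-(CUG)12, then terbium anti-His antibody and streptavidin-XL665 (5 nM final). After 60 min at room temperature, the 665/545 nm ratio is read.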
# A-T KAP1 phos: qHTS Assay for Identifying a Potential Treatment of Ataxia-Telangiectasia; […] A-T fibroblasts, KAP-1 phosphorylation AlphaLISA; neocarzinostatin DNA damage 30 min before lysis; Potency, µM (highest dose often 57.5 µM), for the others: at the highest dose activation, most hits filed as activators; hit rate 0.19% among 320,000; AID 485349, 2010; further: potency means the concentration at half of the fitted maximal effect; % of control where 0% means no effect; nearly all actives have a fitted effect of over 45% in size
#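 hTERT-immortalized A-T patient fibroblasts ([…]), 500 cells/well in OPTI-MEM, 1% FBS, got compounds for 60 min, then NCS for 30 min at 37C. Lysates were then assayed for phospho-KAP-1 by AlphaLISA (anti-pKAP1 donor, anti-KAP1 acceptor beads), 6 hr at 25C.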
# Menin-MLL TR inh: qHTS Assay for Inhibitors Targeting the Menin-MLL Interaction in MLL Related Leukemias: Competition With Texas Red Labeled MLL-derived Mutant Peptide; Menin + Texas Red MLL mutant peptide, fluorescence polarization; AID 1768, 2009; O00255; Potency, µM (series often up to 61.6 µM), without a hit: top-dose FP activity change, negative = inhibition, actives largely listed as inhibitors; hit rate 0.23% among 270,000; active means well fitted inhibition curve with a large enough effect in the polarisation, with a control signal flat, not every such curve was filed as active; inconclusive means small, poorly fitted or top-dose-only effect, or effect the other way, or a change in a side signal; inactive means no such curve, though single readings can be large or run the other way; the % refers to the polarisation; further: potency means the concentration at half of the fitted maximal effect; % of control where 0% means no effect; many of its hits are not listed in these tables
# a7 integrin act: qHTS for Activators of Integrin-Mediated Alleviation for Muscular Dystrophy. alpha7betagal myoblasts, beta-gal FDG fluorescence, 48 h. Potency, µM (doses to about 38.3 µM), without a hit: at the top dose activation, usual class: activators. hit rate 0.064% among 350,000. AID 624291, 2012;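 further: potency means the concentration at half of the fitted maximal effect; 100% = response of the positive control SU9516; nearly all actives have a fitted effect of over 60% in size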
#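 Alpha7betagal+/- myoblasts (passage 13) were plated 16-24 hr, then exposed to compounds (1:260 dilution of DMSO stock) for 48 hours at 37C. After MPER lysis, β-galactosidase reporter activity was read as FDG fluorescence (ex 480/em 540) after 30 minutes.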
# Mito fusion yeast: qHTS Assay for Small Molecule Inhibitors of Mitochondrial Division or Activators of Mitochondrial Fusion; Potency, µM (doses to about 46.1 µM), for the others: at the top dose growth rescue (activation), usual class: activators; hit rate 0.23% among 320,000; S. cerevisiae fusion-defective mutant growth rescue, CellTiterGlo 48 h; AID 485298, 2010;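 further: potency means the concentration at half of the fitted maximal effect; % of control where 0% means no effect; nearly all actives have a fitted effect of over 45% in size; temperature-sensitive fusion mutants such as fzo1-1 at 37 °C on non-fermentable ethanol glycerol medium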
#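 Growth-rescue viability read-out: after 48 h at the non-permissive 37C in glycerol/ethanol YPEG, yeast mitochondrial fusion mutants are measured by CellTiterGlo luminescence; compounds (23 nl pinned per well) restoring growth score as division inhibitors or fusion activators.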
# S-ASM inh: Inhibitors of Secretory Acid Sphingomyelinase (S-ASM): qHTS; Potency, µM (titrated, usually from 57.5 µM), without a hit: top-dose activity change, negative = inhibition, actives largely listed as inhibitors; AID 504937, 2011; hit rate 0.006% among 340,000; placental ASM, HMU-PC fluorogenic substrate, 60 min; Sphingomyelin phosphodiesterase (Homo sapiens), P17405; further: potency means the concentration at half of the fitted maximal effect
#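 qHTS format. ASM enzyme prepared from human placenta hydrolyses the fluorogenic substrate HMU-PC0 (9 uM final) over 60 min at 37 °C after a 10 min compound preincubation.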
# CXXC DNA block: qHTS Fluorescence Polarization Assay for Inhibitors of MLL CXXC domain - DNA interaction; MLL-CXXC / FITC-HOXA9 DNA fluorescence polarization; Potency, µM (titrated, usually from 115 µM), without a hit: at the top dose activity change, negative = inhibition, actives largely listed as inhibitors; hit rate 0.037% among 290,000; AID 2662, 2010; active means well fitted inhibition curve with a large enough effect in the polarisation, with a control signal flat, not every such curve was filed as active; inconclusive means small, poorly fitted or top-dose-only effect, or effect the other way, or a change in a side signal; inactive means no such curve, though single readings can be large or run the other way; the % refers to the polarisation; further: potency means the concentration at half of the fitted maximal effect
#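 Steps: dispense CXXC domain solution (7 uM) → pin compounds or unlabeled HOX-A9 DNA control → 5 min ambient → add FLSN-HOX-A9 solution (50 nM) → spin → 30 min ambient → fluorescence polarization. Tris pH 7.5/NaCl/DTT/BSA buffer.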
# TCR act: Activators of T cell receptors: qHTS campaign; primary human leukocytes, anti-CD3, IL-2 HTRF, 48 h; Potency, µM (top dose mostly 9.22 µM), inactives show top-dose activation of IL-2 secretion, actives largely listed as activators; 330,000 tested, under 10 active; AID 504894, 2011; further: % of control where 0% means no effect
#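 Primary human leukocytes were stimulated with a-CD3 beads plus compounds for 48 hr without co-stimulation; secreted IL-2 was quantified by HTRF using a-IL-2-K (europium cryptate) and a-IL-2-d2, excited at 320nm with acceptor emission read at 665nm.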
# PTAP TSG101 blk: qHTS Assay for Iinhibitors of HIV-1 Budding by Blocking the Interaction of PTAP/TSG101; Fluorescence polarization, FITC-PTAP peptide / Tsg101 binding; Tumor susceptibility gene 101 protein (Homo sapiens), Q99816; 340,000 tested, under 10 active; Potency, µM (titrated, usually from 115 µM), without a hit: at the top dose activity change, negative = inhibition, usual class: inhibitors; active means well fitted inhibition curve with a large enough effect in the main read-out, with a control signal flat, not every such curve was filed as active; inconclusive means small, poorly fitted or top-dose-only effect, or effect the other way, or a change in a side signal; inactive means no such curve, though single readings can be large or run the other way; further: potency means the concentration at half of the fitted maximal effect; % of control where 0% means no effect
#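 Steps: Tsg101 binding domain dispensed (10 uM final), compounds pinned in DMSO, FITC-labeled PTAP-motif peptide added (50 nM final); after 20 min binding at room temperature, polarization measured.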
# The depositor's hits bear a star; i = inactive; ? = inconclusive; . = not tested or not shown; [ ] = remark or other dose. Unless noted, the call rests on the fitted dose curve; in most records, active means well fitted curve in the direction sought with a large enough effect; inconclusive means small, poorly fitted or top-dose-only effect, or another doubt; inactive means no such curve, though single readings can be large; an effect the other way counts as inactive or inconclusive. A portion of the library; count on the stated rates, not on these rows.
SMILES,TSHR antagonist,MBNL1 CUG block,A-T KAP1 phos,Menin-MLL TR inh,a7 integrin act,Mito fusion yeast,S-ASM inh,CXXC DNA block,TCR act,PTAP TSG101 blk
COc1ccc(S(=O)(=O)N2CCCC(C(=O)NCc3ccccc3)C2)cc1 (configuration not stated),.,-7%,13%,.,-9%,-17%,-11%,2%,1%,-1%
Fc1ccc(F)c(CN2CCN(c3ncccn3)CC2)c1,-2,4%,5%,5%,12%,-1%,0%,1%,11%,-4%
CCOC(=O)n1c(=O)oc2ccccc21,23,-5%,1%,2%,-1%,-8%,3%,-5%,4%,-5%
COCCCn1c(C)cc(C(=O)CN2c3cccc4cccc(c34)S2(=O)=O)c1C,12,.,-7%,.,-51%[inhibitor],13%,66%[activator],.,-4%,-1%
C=C1CC2C(CCC3(C)C2CCC3(O)C(C)=O)C2(C)CCC(=O)C=C12 (configuration not stated),0,6%,-13%,-10%,-31%,-2%,-4%,7%,-1%,-2%
CC(Sc1nnc(COc2ccc([N+](=O)[O-])cc2)n1C)C(=O)O (configuration not stated),-7,?,-1%,11%,18%,-13%,5%,-2%,9%,1%
Cc1nn2c(SCC(=O)c3cccs3)cc(C(C)(C)C)nc2c1-c1ccccc1,-12,-19%,1%,?,9%,-7%,-18%,21%,-2%[46.1 µM],-8%
COc1cccc(NC(=O)COC(=O)CCOc2ccccc2OC)c1,0,-8%,-5%,0%,0%,5%,0%,36%,5%,-4%
Cc1ccc(CNC(=O)CCC2CCCN(Cc3ccc4cccc(F)c4n3)C2)o1 (configuration not stated),9,8%,0%,3%,0%,2%,1%,42%[activator],-5%,-2%
O=C(N/N=C/c1ccccc1Br)C1CC1,2,-1%,15%,-1%,14%,-2%,3%,-2%,5%,-6%
O=C(NC12CC3CC(CC(C3)C1)C2)c1cccc(OC(F)F)c1,19,-2%,4µM*,26%,4%,-3%,-3%,?,-4%,-1%
O=C(O)CCC(=O)OCc1c(-c2ccccc2)ncc2ccccc12,-16,.,0%,.,0%,-2%,0%,.,0%,-4%
Cc1cc(C)n2c(nc3ccccc32)c1C(=O)NN,0,.,2%,.,?,2%,131%[activator],-5%,-2%,-6%
OCCNc1nc2nonc2nc1NCCO,3,?,-8%,-9%,-5%,2%,4%,10%,-4%,-4%
O=C(CSc1ccccc1)NCCCc1ccccc1,-9,-2%,-1%,-9%,-35%,18%,7%,21%,-11%,-2%
COc1cc(CCC(=O)N2CCN(c3ncccn3)CC2)cc(OC)c1OC,9,-6%,4%,-26%,1%,2%,-3%,5%,6%,1%
O=C(OCC(=O)N1CCCCCC1)c1ccc(Cl)c(S(=O)(=O)N2CCCC2)c1,7,-2%,-4%,-10%,20%,2%,8%,1%,5%,0%
CN(CC(=O)Nc1cccc(F)c1)C(=O)CN1C(=O)C2CC=CCC2C1=O (configuration not stated),-1,.,3%,.,11%,-7%,3%,.,-5%,-1%
Cc1cc([N+](=O)[O-])nn1CC(=O)NCCc1c[nH]c2ccccc12,-6,.,-3%,11%,3%,1%,4%,-3%,0%,0%
CC(SC1CCCC1)C(=O)Nc1ccnn1C(C)C (configuration not stated),0,4%,2%,-7%,5%,3%,3%,-3%,-4%,-6%
CC(NC(=O)c1cc(-c2ccc3c(c2)OCO3)nc2ccccc12)C(C)(C)C (configuration not stated),-10,1%,1%,5%,13%,2%,134%,3%,2%,1%
CCOC(=O)NN1C(=O)c2ccccc2NC1c1ccccn1 (configuration not stated),6,-7%,2%,-4%,5%,2%,196%[activator],20%,5%,-3%
CN(Cc1cccs1)c1ncnc2sccc12,-39,-10%,19%,-8%,-42%,-10%,0%,-1%,.,-2%
CCn1c(COc2ccc(Cl)cc2)nnc1SC1CCc2ccccc2C1=O (configuration not stated),-3,.,6%,-12%,27%,18µM*,-8%,-3%,-3%[46.1 µM],2%
COc1ccccc1CNC(=O)CN(C)CC(=O)Nc1cccc(F)c1,3,0%,10%,3%,9%,-1%,-2%,-7%,.,-5%
SMILES,TSHR antagonist,MBNL1 CUG block,A-T KAP1 phos,Menin-MLL TR inh,a7 integrin act,Mito fusion yeast,S-ASM inh,CXXC DNA block,TCR act,PTAP TSG101 blk
COc1ccc(CNC(=O)Cn2nnc3ccccc3c2=O)cc1,-1,?,1%,.,?,-4%,-1%,-3%,-6%,-6%
CC1CCCCN1C(=O)c1cc2c(=O)n3ccccc3nc2s1 (configuration not stated),4,?,13%,-22%,18%,12%,.,3%,0%,0%
COc1ccc(C(C(=O)NCC2CCCO2)N(C(=O)Cn2nnc3ccccc32)c2ccc(NC(C)=O)cc2)cc1OC (configuration not stated),27,-7%,-1%,-10%,11%,-18%,-1%,-10%,-1%,-2%
CC(=O)Nc1ccc(C=NNc2ccc([N+](=O)[O-])cn2)cc1,.,.,.,.,15%,.,4%,.,-7%,-4%
CCN(Cc1ccc2c(c1)OCCO2)S(=O)(=O)c1ccc(NC(C)=O)cc1,16,.,-7%,.,-12%,-2%,-7%,.,2%,-7%
CCCCN(CC)Cc1ccc(CNC(=S)Nc2ccc(C)cc2Cl)o1,14,?,2%,-8%,-35%,-1%,-3%,-7%,-1%,-1%
COc1cccc(C2C(C(=O)Nc3nc4ccccc4s3)=C(C)NC3=C2C(=O)CC(C)(C)C3)c1OC (configuration not stated),20,2%,-1%,18%,18%,6%,i,17%,-6%,-6%
CCN1CCCC1CNC(=O)C(=O)NC(C)C (configuration not stated),14,0%,15%,10%,-7%,12%,-2%,2%,3%,-3%
NNC(=O)c1ccc(CSc2n[nH]c(=O)[nH]c2=O)cc1,-4,-17%,-3%,.,-4%,1%,-4%,10%,-10%,-6%
O=C1COc2ccc(C(=O)COC(=O)Cc3ccc(Cl)cc3)cc2N1,-4,11%,3%,0%,14%,9%,1%,-23%,4%,-1%
CCSc1nnc(NC(=O)c2ccc(Br)s2)s1,-18,-2%,-7%,?,27%,8%,3%,5%,5%,-6%
COc1ccc(-c2nc3cc(NC(=S)NC(=O)Cc4ccccc4)ccc3o2)cc1,1,.,-1%,?,0%,?,-13%,6%,-3%,0%
O=S1(=O)CCN(Cc2ccccc2C(F)(F)F)CC1,4,2%,1%,-9%,-15%,-1%,-1%,34%[activator],-4%,0%
Cc1cc(C2C(=O)c3ccccc3C2=O)c(C)c(C)c1C,-5,?,0%,2%,-8%,?,1%,4%,-5%,-1%
COCCCNC(=S)N1CCCN(c2nc3cc(C)c(C)cc3cc2C#N)CC1,-10,12%,-1%,?,-3%,-1%,264%[activator],-1%,0%,-7%
CC1(C)Cc2c(C#N)c(OCC(=O)c3ccccc3)nc(-c3ccoc3)c2CO1,-2,0%,6%,16%,-6%,-1%,17%,-12%,-3%,0%
COc1cc2c(cc1OC)C(c1cccs1)N(C(=O)c1ccc(S(=O)(=O)N(C)C)cc1)CC2 (configuration not stated),0,-13%,14%,.,-35%,0%,-3%,-6%,6%,-6%
CCCn1c2ccccc2c2nnc(SCC(=O)Nc3cc(C)on3)nc21,24,9%,.,-8%,2%,-3%,-3%,-2%,-5%,1%
O=C(CC1OC(=O)c2ccccc21)Nc1cccc(S(=O)(=O)N2CCCCCC2)c1 (configuration not stated),-5,-7%,-4%,.,-32%,0%,.,33%[activator],0%,-2%
CCOC(=O)N1CCN(c2c(NCCc3ccccc3)c(=O)c2=O)CC1,20,-12%,3%,10%,17%,2%,-1%,-3%,-4%,-6%
COC/C=C/C1=CC2=CC(=O)C(C)(OC(=O)c3cnc4ccccc4n3)C(=O)C2=CN1CCOC (configuration not stated),.,.,.,-11%[11.7 µM],1%,.,2%,.,-4%,-3%
